esBAF inh: blocks esBAF chromatin remodeling in mouse ES cells. Bmi1-luciferase knock-in reporter, 24 h; 100% = twice the neutral-well signal. reporter increase, % at 12.5 µM. 350,000 compounds, 2% hits; in the data active means activation above about 40%;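 further: 0% = median of the plate's neutral control wells and 100% = double that signal; a rise in the Bmi1 reporter signal indicates esBAF inhibition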
C2C12 statin: suppression of simvastatin myotoxicity. C2C12 myotubes + simvastatin, ATP luminescence, 48 h; scaled: DMSO 0, geranylgeraniol control 100. 330,000 compounds, 0.78% hits. rescue of ATP level, % at 7.49 µM;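 active means mean ATP rescue above about 67%, or every replicate alone reaching that limit, limit read from the data, passing the limit was not always enough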;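 further: myotubes were challenged with 10 µM simvastatin during compound exposure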
ERp5 inh: inhibitors of human ERp5; Q15084; ERp5 insulin aggregation, absorbance 650 nm, 90 min; inhibition, % at 9.99 µM; 350,000 compounds, 0.05% hits; AID 651711;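 active means mean replicate inhibition above about 25%, with every replicate also reaching it, limit read from the data, passing the limit was not always enough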
Target sequence (Q15084 whole entry, looked up): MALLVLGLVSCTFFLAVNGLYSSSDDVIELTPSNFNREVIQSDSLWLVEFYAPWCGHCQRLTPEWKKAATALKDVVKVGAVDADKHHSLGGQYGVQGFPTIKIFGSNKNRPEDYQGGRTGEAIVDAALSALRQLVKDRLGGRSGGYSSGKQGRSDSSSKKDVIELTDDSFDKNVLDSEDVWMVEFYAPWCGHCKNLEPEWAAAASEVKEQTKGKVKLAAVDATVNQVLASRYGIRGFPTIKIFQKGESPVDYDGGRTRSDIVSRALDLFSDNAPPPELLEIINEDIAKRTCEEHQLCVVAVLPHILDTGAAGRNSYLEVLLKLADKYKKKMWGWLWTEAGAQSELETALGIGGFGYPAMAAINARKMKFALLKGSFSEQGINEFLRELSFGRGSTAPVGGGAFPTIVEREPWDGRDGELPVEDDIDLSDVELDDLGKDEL
ARNT-TACC3 inh: disrupts binding between human ARNT and TACC3 | AlphaScreen His-ARNT PAS-B/GST-TACC3 binding, luminescence; TACC3 fragment carries E629A point mutation | inhibition, % at 9.99 µM | 390,000 compounds, 0.66% hits;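 active means mean inhibition of replicates at least 50% and at least half of replicates each reaching 50%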;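 further: 0% = complete ARNT plus TACC3 wells and 100% = ARNT alone without TACC3; many hits fall short of the cut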
Cneo AK release: causes C. neoformans cell lysis; adenylate kinase release luminescence, 4 h; normalised: neutral wells 0, clomiphene wells 100; lysis activity, % at 15 µM; 360,000 compounds, 0.2% hits;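 active means mean lysis activity across replicates of at least 80%, whatever share of replicates individually reach that level; inactive means mean lysis activity below 80%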
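Material – Cryptococcus neoformans yeast cells · Quantity – 5 × 10^6 yeast cells/mL · Buffer or medium – YPD medium · Compound – single dose · Timing – 4 h static compound exposure, 37 °C, read 1 h post-reagent · Signal – adenylate kinase release luminescence · Read-out basis – lysis from increased AK signal · Benchmarks – Clomiphene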
SIRT5 block: inhibitors of human sirtuin-5 desuccinylase. Q9NXA8. 330,000 compounds, 1.1% hits. AID 652115. inhibition, % at 15 µM. Purified SirT5, succinyl-peptide AMC, trypsin-coupled fluorescence; in the data active means inhibition above about 15%
Target sequence (Q9NXA8 whole entry, looked up): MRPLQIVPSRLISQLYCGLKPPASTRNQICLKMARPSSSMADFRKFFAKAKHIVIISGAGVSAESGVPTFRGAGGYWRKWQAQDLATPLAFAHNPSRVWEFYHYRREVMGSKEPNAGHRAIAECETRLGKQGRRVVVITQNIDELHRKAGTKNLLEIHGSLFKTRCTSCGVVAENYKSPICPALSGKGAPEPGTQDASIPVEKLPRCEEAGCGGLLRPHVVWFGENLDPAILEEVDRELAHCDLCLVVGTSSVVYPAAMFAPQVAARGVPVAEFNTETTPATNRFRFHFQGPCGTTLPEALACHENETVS
miR122 inh: miR-122 inhibition in Huh7 cells; AID 602342; Huh7 miR-122 Renilla luciferase sensor, 48 h; neutral wells = 0, positive control = 100; activation (reporter increase), % at 12.5 µM; 340,000 compounds, 0.3% hits;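 active means mean replicate activation score at least 90 and every replicate individually at or above 90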;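 further: higher luciferase means less miR-122 activity so hits act as miR-122 inhibitors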
The depositor's hits bear a star; [ ] = another dose, or the depositor's remark. Compounds were not picked by outcome; about 4% have a hit in one of these screens.

What do the screens show for `O=C(N/N=C/c1ccc(OCCCF)cc1)c1cc(OCC(F)(F)F)ccc1OCC(F)(F)F`?
esBAF inh: 4; C2C12 statin: -42; ARNT-TACC3 inh: -2; Cneo AK release: -3; miR122 inh: -7

How did CN1C(=O)c2cc(NC(=O)c3cccc(C(F)(F)F)c3)ccc2OC[C@@H]2O[C@@H](CC(=O)O)CC[C@@H]21 do in these assays?
esBAF inh: -1; C2C12 statin: -17; ERp5 inh: -1; ARNT-TACC3 inh: 9; Cneo AK release: 61; SIRT5 block: 10

How did O=C(Nc1ccccn1)c1ccc(C(=O)Nc2ccccn2)cc1 do in these assays?
esBAF inh: 28; C2C12 statin: -5; ARNT-TACC3 inh: -7; Cneo AK release: 4; miR122 inh: 3

Results for O=C(CNC(=O)c1cccs1)OCC(=O)c1ccc(Br)cc1 ?
ERp5 inh: 4; ARNT-TACC3 inh: 18; SIRT5 block: -3

Results for O=C(OCc1ccccc1)C1=NNC2C(=O)N(c3ccc(Br)cc3)C(=O)C12 (stereo unspecified) ?
esBAF inh: -6; C2C12 statin: -4; ERp5 inh: 2; ARNT-TACC3 inh: -3; Cneo AK release: 0; SIRT5 block: -5; miR122 inh: -3

What do the screens show for `O=C(c1ccccc1NS(=O)(=O)c1ccc(Cl)cc1)N1CCc2ccccc21`?
ERp5 inh: 0; ARNT-TACC3 inh: -6; SIRT5 block: 2

Results for COC(=O)c1c(C(=O)OC)c2cc(C(=O)c3ccccc3)ccn2c1Cl ?
esBAF inh: -6; C2C12 statin: 6; ARNT-TACC3 inh: -15; Cneo AK release: 3; miR122 inh: -4

How did CN(c1nc2nonc2nc1NC1CC1)C1CCOC1 (stereo unspecified) do in these assays?
esBAF inh: 5; C2C12 statin: 3; ERp5 inh: 3; ARNT-TACC3 inh: -3; Cneo AK release: 1; SIRT5 block: -1; miR122 inh: 1

How did COc1ccc(-c2cnc(N)nc2-c2ccc(OCc3ccccc3)cc2O)cc1 do in these assays?
esBAF inh: -7; C2C12 statin: 1; ERp5 inh: -3; ARNT-TACC3 inh: 6; Cneo AK release: 11; SIRT5 block: -4; miR122 inh: -5

How did COc1ccc(NC(=O)N[C@@H]2CC[C@@H](CCn3cc(-c4ccccc4F)nn3)O[C@H]2CO)cc1 do in these assays?
esBAF inh: 12; C2C12 statin: 0; ERp5 inh: 8; ARNT-TACC3 inh: -9; Cneo AK release: -3; SIRT5 block: -6

Results for Cn1c(CSCc2ccc(F)cc2)nnc1SCC(=O)Nc1cccc(C(=O)O)c1 ?
esBAF inh: -3; C2C12 statin: 6; ERp5 inh: -2; ARNT-TACC3 inh: -7; Cneo AK release: 1; SIRT5 block: -4; miR122 inh: -9

What do the screens show for `COc1ccccc1C(=O)Nc1ccc2c(c1)OC[C@@H](C)N(CC1CC1)C[C@H](C)[C@@H](OC)CN(C)C2=O`?
esBAF inh: 6; C2C12 statin: 9; miR122 inh: 0[16.7 µM]

What do the screens show for `C[C@H](CO)N1C[C@H](C)[C@H](CN(C)C(=O)C2CCOCC2)Oc2cc(-c3ccc(F)cc3)ccc2S1(=O)=O`?
esBAF inh: -9; C2C12 statin: -13; ERp5 inh: -3; ARNT-TACC3 inh: -11; Cneo AK release: -4; SIRT5 block: 2; miR122 inh: 10[16.7 µM]

Results for COc1cccc(CNC(=O)C[C@H]2CC[C@@H](NC(C)=O)[C@@H](CO)O2)c1 ?
esBAF inh: 4; C2C12 statin: 14; ERp5 inh: 0; ARNT-TACC3 inh: -1; Cneo AK release: 37; SIRT5 block: 2; miR122 inh: 1[16.7 µM]

Results for C[C@@H]1CN([C@H](C)CO)C(=O)CCCn2cc(nn2)CO[C@H]1CN(C)Cc1cccc2c1OCCCO2 ?
esBAF inh: -6; C2C12 statin: -4; ERp5 inh: -4; ARNT-TACC3 inh: -4; Cneo AK release: 0; SIRT5 block: -4; miR122 inh: -6[16.7 µM]

What do the screens show for `O=C(COC(=O)c1ccc([N+](=O)[O-])o1)NCCCc1ccccc1`?
esBAF inh: -2; C2C12 statin: 0; ERp5 inh: -1; ARNT-TACC3 inh: -12; Cneo AK release: -4; SIRT5 block: -10; miR122 inh: -12

What do the screens show for `CCC(Sc1ccccn1)C(=O)Nc1nnc(C)s1` (stereo unspecified)?
esBAF inh: -5; C2C12 statin: 7; ARNT-TACC3 inh: 8; Cneo AK release: 7; miR122 inh: 3

What do the screens show for `Cc1noc(C)c1NC(=O)Nc1ccc2c(c1)C(=O)N([C@H](C)CO)C[C@@H](C)[C@@H](CN(C)Cc1ccc(-c3ccccc3)cc1)O2`?
esBAF inh: 3; C2C12 statin: -18; ERp5 inh: 0; ARNT-TACC3 inh: -7; Cneo AK release: 1; SIRT5 block: 0; miR122 inh: 14[16.7 µM]

What do the screens show for `C=CCOc1ccc2oc(=O)cc(C)c2c1`?
esBAF inh: 2; C2C12 statin: 8; ARNT-TACC3 inh: -6; Cneo AK release: 2; miR122 inh: -9

Results for COC(=O)Cn1c(=NC(=O)c2ccc(S(=O)(=O)N3CCOCC3)cc2)sc2cc(S(N)(=O)=O)ccc21 ?
esBAF inh: -4; C2C12 statin: 4; ERp5 inh: 2; ARNT-TACC3 inh: 0; Cneo AK release: -1; SIRT5 block: 2; miR122 inh: -1

2 successive records already listed, quoted:
What do the screens show for `O=C(N/N=C/c1ccc(OCCCF)cc1)c1cc(OCC(F)(F)F)ccc1OCC(F)(F)F`?
esBAF inh: 4; C2C12 statin: -42; ARNT-TACC3 inh: -2; Cneo AK release: -3; miR122 inh: -7

How did CN1C(=O)c2cc(NC(=O)c3cccc(C(F)(F)F)c3)ccc2OC[C@@H]2O[C@@H](CC(=O)O)CC[C@@H]21 do in these assays?
esBAF inh: -1; C2C12 statin: -17; ERp5 inh: -1; ARNT-TACC3 inh: 9; Cneo AK release: 61; SIRT5 block: 10

The listing continues:
What do the screens show for `COc1ccc(C(=O)C2CCN(C(=O)Nc3ccc(C)cc3)CC2)cc1`?
esBAF inh: 27; C2C12 statin: -25; ERp5 inh: -14; ARNT-TACC3 inh: -4; Cneo AK release: -5; SIRT5 block: 3; miR122 inh: 0

How did O=[N+]([O-])c1ccc(OCC(O)CN(CCO)CCO)cc1 (stereo unspecified) do in these assays?
esBAF inh: -4; C2C12 statin: -5; ERp5 inh: -1; Cneo AK release: -3; SIRT5 block: -8; miR122 inh: -7

How did CCOC(=O)C(=O)Nc1cccc(C(=O)OCC)c1 do in these assays?
ERp5 inh: 3; ARNT-TACC3 inh: -1; SIRT5 block: -6

How did CCOCCCn1c(=S)[nH]c2cc(C(=O)NCCN(CC)CC)ccc2c1=O do in these assays?
esBAF inh: -8; C2C12 statin: -6; ERp5 inh: 15; ARNT-TACC3 inh: 2; SIRT5 block: -1; miR122 inh: -3

Results for Cc1ccc(C)c(-n2[nH]c3c4c(ccc3c2=O)C(=O)c2ccccc2C4=O)c1 ?
ARNT-TACC3 inh: 5; Cneo AK release: 3; miR122 inh: -1

What do the screens show for `CCn1c2ccccc2c2cc(NS(=O)(=O)c3ccccc3C)ccc21`?
esBAF inh: 8; C2C12 statin: -19; ARNT-TACC3 inh: -2; Cneo AK release: -1; miR122 inh: 45

Results for CS(=O)(=O)c1ccc(Cl)c(NC(=O)COC(=O)CNC(=O)c2ccc3ccccc3c2)c1 ?
esBAF inh: -4; C2C12 statin: 14; ERp5 inh: 3; ARNT-TACC3 inh: -2; Cneo AK release: -3; SIRT5 block: -2; miR122 inh: -8

What do the screens show for `C[C@H]1CN([C@@H](C)CO)C(=O)c2cc(NC(=O)c3ccncc3)ccc2O[C@@H]1CN(C)Cc1ccc(-c2ccccc2)cc1`?
esBAF inh: 5; C2C12 statin: 26; ERp5 inh: -3; ARNT-TACC3 inh: 2; Cneo AK release: 56; SIRT5 block: -1; miR122 inh: 0[16.7 µM]

How did O=C(NCC(=O)N(c1ccc2c(c1)OCO2)C(C(=O)NC1CCCC1)c1ccncc1)c1ccco1 (stereo unspecified) do in these assays?
esBAF inh: -12; C2C12 statin: 66*; ARNT-TACC3 inh: 4; Cneo AK release: 3; miR122 inh: 1

What do the screens show for `O=C(OC(C(=O)NC1CCCC1)c1ccc(F)cc1)c1ccno1` (stereo unspecified)?
esBAF inh: 0; C2C12 statin: -1; ARNT-TACC3 inh: 6; Cneo AK release: 1; miR122 inh: 1

Results for C[C@H]1CN([C@@H](C)CO)S(=O)(=O)c2ccc(-c3cccc(C(=O)N(C)C)c3)cc2O[C@H]1CN(C)C(=O)Nc1ccc(F)cc1 ?
esBAF inh: 1; C2C12 statin: -8; ERp5 inh: -5; ARNT-TACC3 inh: -1; Cneo AK release: -4; SIRT5 block: 0; miR122 inh: -4[16.7 µM]

What do the screens show for `C[C@@H]1CCCCO[C@H](CN(C)C(=O)Nc2ccc3c(c2)OCO3)[C@H](C)CN([C@H](C)CO)C(=O)c2cc(NS(=O)(=O)c3cn(C)cn3)ccc2O1`?
esBAF inh: -7; ERp5 inh: 0; ARNT-TACC3 inh: 5; Cneo AK release: 2; SIRT5 block: 2; miR122 inh: -12[16.7 µM]

How did Cc1ccc(S(=O)(=O)Cc2ccc(C(=O)N3CCN(c4ccccn4)CC3)o2)cc1 do in these assays?
esBAF inh: 0; C2C12 statin: 1; ERp5 inh: 0; ARNT-TACC3 inh: -5; Cneo AK release: -1; miR122 inh: 5

Results for O=C(CN1CCN(S(=O)(=O)c2ccccc2)CC1)N1CCCCC1 ?
esBAF inh: -3; C2C12 statin: 5; ERp5 inh: 0; ARNT-TACC3 inh: 0; Cneo AK release: 7; SIRT5 block: -2; miR122 inh: 1

Results for COc1ccccc1C(=O)OCC(=O)NC(C)CCc1ccccc1 (stereo unspecified) ?
esBAF inh: 2; C2C12 statin: 1; ERp5 inh: -2; ARNT-TACC3 inh: -2; Cneo AK release: -1; SIRT5 block: 1; miR122 inh: -4

What do the screens show for `O=C(Nc1ccc(CN2CCOCC2)cc1)c1ccc(-c2ccc(Cl)cc2Cl)o1`?
esBAF inh: 6; C2C12 statin: -24; ERp5 inh: 0; ARNT-TACC3 inh: 2; Cneo AK release: 4; SIRT5 block: -1; miR122 inh: -34

How did CCOCCCNC(=O)c1cc2c(=O)n3cccc(C)c3nc2s1 do in these assays?
esBAF inh: 9; C2C12 statin: -9; ERp5 inh: 4; ARNT-TACC3 inh: -1; Cneo AK release: 1; SIRT5 block: -4; miR122 inh: 3

Of the compounds above, these have an aryl methoxy group:
How did COc1ccc(-c2cnc(N)nc2-c2ccc(OCc3ccccc3)cc2O)cc1 do in these assays?
esBAF inh: -7; C2C12 statin: 1; ERp5 inh: -3; ARNT-TACC3 inh: 6; Cneo AK release: 11; SIRT5 block: -4; miR122 inh: -5

How did COc1ccc(NC(=O)N[C@@H]2CC[C@@H](CCn3cc(-c4ccccc4F)nn3)O[C@H]2CO)cc1 do in these assays?
esBAF inh: 12; C2C12 statin: 0; ERp5 inh: 8; ARNT-TACC3 inh: -9; Cneo AK release: -3; SIRT5 block: -6

What do the screens show for `COc1ccccc1C(=O)Nc1ccc2c(c1)OC[C@@H](C)N(CC1CC1)C[C@H](C)[C@@H](OC)CN(C)C2=O`?
esBAF inh: 6; C2C12 statin: 9; miR122 inh: 0[16.7 µM]

Results for COc1cccc(CNC(=O)C[C@H]2CC[C@@H](NC(C)=O)[C@@H](CO)O2)c1 ?
esBAF inh: 4; C2C12 statin: 14; ERp5 inh: 0; ARNT-TACC3 inh: -1; Cneo AK release: 37; SIRT5 block: 2; miR122 inh: 1[16.7 µM]

What do the screens show for `COc1ccc(C(=O)C2CCN(C(=O)Nc3ccc(C)cc3)CC2)cc1`?
esBAF inh: 27; C2C12 statin: -25; ERp5 inh: -14; ARNT-TACC3 inh: -4; Cneo AK release: -5; SIRT5 block: 3; miR122 inh: 0

Results for COc1ccccc1C(=O)OCC(=O)NC(C)CCc1ccccc1 (stereo unspecified) ?
esBAF inh: 2; C2C12 statin: 1; ERp5 inh: -2; ARNT-TACC3 inh: -2; Cneo AK release: -1; SIRT5 block: 1; miR122 inh: -4

Screens (PubChem)
